S1P2 antag: human S1P2 receptor antagonists, primary screen, cell-based. cell-based S1P2 antagonist assay, inhibition at 5 uM. AID 736, 2007. Sphingosine 1-phosphate receptor 2 (Homo sapiens), O95136. inhibition, % at 5 µM. 0.21% of 97,000 active; in the data active = inhibition above about 45%;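 also: CRE beta-lactamase reporter cells expressing human S1P2 stimulated with S1P; 0% = agonist at EC80 alone and 100% = agonist plus reference antagonist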
Target sequence (O95136 whole entry, looked up): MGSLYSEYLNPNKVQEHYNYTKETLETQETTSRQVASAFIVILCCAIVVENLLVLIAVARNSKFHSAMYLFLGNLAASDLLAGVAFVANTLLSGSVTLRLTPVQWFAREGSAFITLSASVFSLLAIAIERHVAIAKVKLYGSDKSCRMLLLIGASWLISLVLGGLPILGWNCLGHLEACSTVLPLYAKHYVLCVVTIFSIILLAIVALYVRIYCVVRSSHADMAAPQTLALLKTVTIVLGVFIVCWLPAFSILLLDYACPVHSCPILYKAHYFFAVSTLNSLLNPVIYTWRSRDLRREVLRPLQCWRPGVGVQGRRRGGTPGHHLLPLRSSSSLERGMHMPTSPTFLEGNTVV
Lung fibro prol: antiproliferative effect on LL 47 fibroblasts – human, LL 47 cells, CellTiter-Glo luminescence, primary screen. viability, % at 10 µM. 1.1% of 85,000 active. LL 47 human lung fibroblast viability, ATP luminescence; active compounds read low. AID 719, 2007;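 active = viability at or below 50% in the single dose screen; inactive = viability above 50%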;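 also: compound exposure lasted 72 h before the ATP readout; 100% = median luminescence of untreated cell-only wells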
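Test system: LL 47 human lung fibroblasts; Quantity: 1,150 cells/well; Buffer or medium: IMEM plus 15% FBS; Dosing: tenfold compound dosing solution, DMSO at 0.1%; Timing: overnight cell rest, 72 h compound treatment at 37 °C; Detection: ATP-based CellTiter-Glo luminescent readout; Read-out basis: viability percentage against median untreated-cell control; Controls: cell-only wells, no compound.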
PostGolgi ctrl: growth inhibition of yeast control strain, primary screen, counter-screen for post-Golgi transport modulator project; efflux-deficient yeast background strain, growth absorbance A615, 16 h; inhibition, % at 10 µM; 5% of 98,000 active; AID 738, 2007; in the data active = inhibition above about 30%
sEH activator: soluble epoxide hydrolase activators, primary screen, biochemical, human sEH; activation, % at 2 µM; AID 717, 2007; 0.04% of 91,000 active; Bifunctional epoxide hydrolase 2 (Homo sapiens), P34913; purified human sEH enzymatic activity, activator screen; in the data active = activation above about 37%; also: values of inactives mirror those of a sister screen read the other way
Target sequence (P34913 whole entry, looked up): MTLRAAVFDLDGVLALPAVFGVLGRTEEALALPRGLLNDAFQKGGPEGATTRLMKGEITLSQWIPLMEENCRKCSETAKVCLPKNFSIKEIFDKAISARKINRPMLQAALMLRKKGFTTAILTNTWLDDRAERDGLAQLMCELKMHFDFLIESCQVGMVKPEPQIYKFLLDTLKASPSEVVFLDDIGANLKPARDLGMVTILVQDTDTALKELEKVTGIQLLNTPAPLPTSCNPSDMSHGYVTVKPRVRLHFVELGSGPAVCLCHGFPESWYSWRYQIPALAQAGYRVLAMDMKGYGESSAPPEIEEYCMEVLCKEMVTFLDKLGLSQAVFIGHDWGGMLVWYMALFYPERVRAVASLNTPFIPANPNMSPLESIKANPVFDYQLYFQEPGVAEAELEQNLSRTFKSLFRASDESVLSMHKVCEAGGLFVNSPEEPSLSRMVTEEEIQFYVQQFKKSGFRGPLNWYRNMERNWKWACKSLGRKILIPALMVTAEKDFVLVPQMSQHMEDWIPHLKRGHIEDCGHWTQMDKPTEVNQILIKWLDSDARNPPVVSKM
HUVEC prolif 384: inhibitors of HUVEC proliferation, primary screen, cell-based, 384-well | CellTiter-Glo luminescence, 72 h; active compounds read low | viability, % at 10 µM (by protocol) | 1.1% of 86,000 active | AID 648, 2007;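 active = viability at or below 30%; inactive = viability above 30%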;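 also: 100% = median luminescence of DMSO-only cell control wells on each plate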
H69AR inhibit: proliferation blockers of H69AR lung cancer cells, primary screen, cell-based, human, 86K library; H69AR lung tumor viability, ATP luminescence, 72 h; active compounds read low; 6% of 85,000 active; viability, % at 10 µM;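 active = viability at or below 40%; inactive = viability above 40%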;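 also: multidrug resistant small cell line overexpressing MRP-1 efflux transporter; 100% = mean luminescence of untreated control wells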
PTPN22 act: LYP phosphatase activators, primary screen, biochemical, DiFMUP fluorescence, 2 µM; recombinant LYP; 0 = plate median, 100 = signal doubled; activation, % at 2 µM; 0.11% of 96,000 active;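 active = activation at 2 µM above a set limit, the mean plus 5 SD, cut at about 37% in these data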
sEH inhibitor: soluble epoxide hydrolase inhibitors, primary screen, biochemical, human sEH; Bifunctional epoxide hydrolase 2 (Homo sapiens), P34913; recombinant human sEH enzymatic activity assay; inhibition, % at 2 µM; 0.34% of 91,000 active; in the data active = inhibition above about 80%; also: values of inactives mirror those of a sister screen read the other way; many of its hits are not listed in these tables
S1P2 agonist: S1P2 receptor agonists, primary screen, cell-based. Sphingosine 1-phosphate receptor 2 (Homo sapiens), O95136. S1P2-expressing cell line, agonist reporter read-out. activation, % at 4.5 µM. 0.46% of 97,000 active; in the data active = activation above about 16%;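 also: 0% = vehicle low control and 100% = maximal reference agonist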
Starred values were filed as active, the others as inactive; · = not tested or not shown. The list is partial; the hit share may differ from the screen's.

item	SMILES	S1P2 antag	Lung fibro prol	PostGolgi ctrl	sEH activator	HUVEC prolif 384	H69AR inhibit	PTPN22 act	sEH inhibitor	S1P2 agonist
1	CCOC(=O)Cn1c(=O)c2c(nc3n2CCS3)n(C)c1=O	20	105	-9	-4	100	85	-6	5	-7
2	COCCCNc1cc(C)nc2ccccc12	13	97	9	2	86	87	10	-4	-5
3	O=S1(=O)CCN2C(Cc3ccc(SC(F)F)cc3)=CSC2=N1	-5	95	-2	-15	96	103	10	18	-8
4	CC(=Nc1ccc2c(c1)nc(CO)n2C)C1=C(O)CC(C)(C)CC1=O	6	·	8	-7	87	78	9	6	-9
5	CC(=O)c1c(Nc2ccc3c(c2)OCCO3)oc(C)cc1=O	-13	101	22	-15	98	86	-10	14	-2
6	CN1C(=O)c2ccccc2Sc2ccc(NC(=O)NC3CC3)cc21	-4	100	9	-26	82	87	25	26	-4
7	O=C(NCc1ccco1)c1cnc2sccn2c1=O	-5	99	3	1	90	93	0	-2	-4
8	Cc1ccc(SCc2cc(=O)n3[nH]c(C)nc3n2)cc1	-24	94	11	-3	105	93	-2	8	-2
9	CCOc1ccc(NC(=O)C2CC(=O)N(C)C(=Nc3ccc4c(c3)OCO4)S2)cc1 (configuration not stated)	-6	76	5	-4	84	·	3	4	-3
10	Cc1ccc(-c2nc(SCC(N)=O)c(C#N)c3c2CCCC3)cc1	-3	98	44*	-7	87	76	-3	4	-2
11	O=C(Nc1ccc2nc(-c3cccnc3)[nH]c2c1)c1ccccc1F	-5	109	5	7	94	34*	-12	-3	-5
12	CC1=C(C(=O)OC2CCCCC2)C(c2ccc(C)o2)C2=C(CC(C)(C)CC2=O)N1 (configuration not stated)	-19	76	-1	0	93	98	4	4	-12
13	N#Cc1c(N)sc2c1CCN(CCc1ccccc1)C2	-17	96	·	-4	85	86	15	10	-2
14	CCc1cccc(NC(=O)CN(C)S(=O)(=O)c2cccc3nsnc23)c1	-11	95	-3	-8	94	89	0	10	-4
15	CCN1CCN(CC(O)COCc2ccccc2)CC1 (configuration not stated)	·	101	-3	·	98	96	·	·	·
16	O=C(Nc1ccc2c(c1)OCCO2)C1CCN(C(=O)c2ccc(F)cc2)CC1	-5	95	9	-25	104	104	0	25	-6
17	COCCNC(=O)Cn1cnc2c1c(=O)n(C)c(=O)n2C	11	103	0	6	98	87	0	-8	-1
18	CCC(O)CNc1nc(-n2nc(C)cc2C)nc2sc3c(c12)CC(C)(C)OC3 (configuration not stated)	-16	100	-2	-8	110	45	-4	9	-8
19	Cc1cccc(OCCC(=O)NCC(c2ccccc2)N(C)C)c1 (configuration not stated)	-6	108	1	16	102	91	7	-15	-5
20	CCOC(=O)c1cnc2c(C#N)c(C)nn2c1C	8	105	12	0	102	84	-5	4	-6
21	Cc1ccc2nc(C)cc(C(=O)OCC(=O)c3ccc(Cl)c([N+](=O)[O-])c3)c2c1	-12	·	14	4	·	·	1	-1	12
22	COc1ccc(C2(C(=O)NCCN3CCOCC3)CCOCC2)cc1	4	97	4	·	97	111	5	·	-2
23	CSC1=C(C#N)C(c2ccccc2C)C(C#N)=C(N)N1 (configuration not stated)	-3	85	50*	-2	62	53	20	3	-9
24	Nc1nc(SCC(=O)NCc2ccco2)[nH]c(=O)c1-c1ccccc1	-13	96	1	-3	97	98	2	6	-4
25	Cc1ccc(-n2ccc(=O)c(C(=O)O)n2)cc1	0	102	-1	-6	115	101	-4	5	-1
26	O=S(=O)(NC1CCCCC1)c1ccc(S(=O)(=O)N2CCN3CCCC3C2)cc1 (configuration not stated)	14	104	5	11	94	88	5	-11	-2
27	CCC(=O)NCCc1cc2ccc(C)c(C)c2[nH]c1=O	·	111	16	·	104	95	·	·	·
28	CCN(CC)c1ccc(NC(=O)c2cccnc2)c(C)c1	15	99	7	-2	89	40*	2	4	-2
29	Fc1ccc(-c2nnc(CN3CCC(c4nc5ccccc5s4)CC3)o2)cc1	·	93	38*	·	96	96	·	·	·
30	O=C(OCc1ccccn1)c1ccc(COc2ccccc2Cl)o1	16	97	13	4	101	98	1	0	-6
31	CCCCC1=NN(C(=O)c2cocc2C)C(O)(C(F)(F)F)C1 (configuration not stated)	-4	106	·	-4	97	93	-6	2	-7
32	Cc1sc2ncnc(N3CCC(C)CC3)c2c1C	-6	86	·	-8	107	109	1	10	-7
33	Clc1ccc(OCCn2ccnc2)c2ccccc12	-3	82	19	-3	50	75	3	6	-3
34	O=C(Nc1ccc(S(=O)(=O)N2CCOCC2)cc1)c1cccs1	5	100	3	-57	92	88	-4	59	-4
35	Cc1ccc2c(CC(=O)O)coc2c1C	·	100	5	·	100	92	·	·	·
36	Cc1nn(CC(=O)N(C)C)c(=O)c2ccccc12	13	94	11	2	100	100	-9	-1	-6
37	Cc1ccc2cc(CN(C(=O)C3CCCO3)C3CCCCC3)c(=O)[nH]c2c1 (configuration not stated)	-14	102	2	-5	96	103	-17	4	-3
38	O=c1[nH]c2ccc(Cl)cc2c(-c2ccccc2)c1N1CCOCC1	·	94	29	·	95	79	·	·	·
39	O=C(O)CCCCCN1C(=O)C2CCCCC2C1=O (configuration not stated)	2	·	·	8	100	109	-2	-7	1
40	Cc1ccc(C)n1/N=C1/NC(=O)CS1	-6	98	21	10	102	101	1	-10	0
41	CC(C)(C)OC(=O)NCCCCCc1nnc(SCC(=O)Nc2cccc(Cl)c2)o1	14	95	11	-23	89	88	0	20	-3
42	COc1cc(N2C(=O)c3ccccc3C2=O)c(Cl)cc1C(=O)OCC(=O)NCc1ccco1	9	106	25	-4	94	69	-4	8	-5
43	CCCCC(=O)NCCc1cc2ccc(OC)cc2[nH]c1=O	17	100	4	-6	85	105	16	6	-5
44	Cc1nnc2n1N=CC=C(C(C)(C)C)S2	18	98	-2	6	90	76	-5	-7	-8
45	O=c1c2oc3ccccc3c2ncn1Cc1ccccc1Cl	-20	92	4	-6	92	90	-10	4	-1
46	O=C(Nc1ccc2nsnc2c1)c1ccc2c(c1)OCO2	-7	110	-1	-11	88	·	4	9	-7
47	CCCNC(=O)c1ccccc1C(=O)NCCC	12	102	-2	4	92	93	-5	-5	-4
48	Cc1cc(C)c2c(n1)nn1c(NCCOCCO)cc(C)nc21	-6	101	11	·	90	81	-8	·	0
49	Cc1ccccc1-c1nnn(CC(=O)N2CCN(S(=O)(=O)c3ccc(Cl)cc3)CC2)n1	-6	·	18	4	·	·	0	-3	-3
50	CCOc1ccccc1NC(=O)COn1nnc2ccccc21	-7	107	10	9	96	86	-6	-9	-3
51	Cc1ccc(S(=O)(=O)NC2CCCC2)cc1C	-10	·	10	-3	·	·	5	6	-6
52	CC(NCc1ccc(N(C)C)cc1)C1CC2CCC1C2 (configuration not stated)	3	96	21	13	98	99	-7	-12	-4
53	CN(CC(=O)N1CCN(c2ccccn2)CC1)S(=O)(=O)c1ccc(Br)cc1	-5	99	6	-6	102	61	-7	5	-5
54	Nc1nnnn1/N=C/c1ccccc1C(F)(F)F	-12	106	1	7	73	94	-70	-8	-2
55	Cc1ccc(S(=O)(=O)NC(=O)Nc2ccc(Cl)cn2)cc1	16	103	0	9	97	107	-4	-8	-8
56	CCN(CC)CCCNc1nnc(C)c(=O)[nH]1	·	99	-12	·	102	97	·	·	·
57	Fc1ccc(NCc2nnc(SCc3nnc(-c4ccccc4)o3)n2CC2CCCO2)cc1 (configuration not stated)	9	103	8	7	109	95	-6	-8	-7
58	O=c1c2ccc([N+](=O)[O-])c3cccc(c32)c2nc3ccccc3n12	8	·	-1	9	·	·	0	-8	-8
59	Cc1nnc(NC(=O)CSCc2ccccc2)s1	5	100	9	5	109	94	35	-6	-7
60	CC(C)CC(=O)c1c[nH]c(C(=O)NCC2CCCO2)c1 (configuration not stated)	13	·	-11	-7	·	·	2	10	-8

(list continues)
item	SMILES	S1P2 antag	Lung fibro prol	PostGolgi ctrl	sEH activator	HUVEC prolif 384	H69AR inhibit	PTPN22 act	sEH inhibitor	S1P2 agonist
61	CCc1nnc(NC(=O)[C@@H]2CCCN2S(=O)(=O)c2ccc3c(c2)OCCO3)s1	1	99	2	-9	104	104	-3	10	-4
62	CC(=O)c1ccc(N2CCN(c3ncc(C(F)(F)F)cc3Cl)CC2)cc1	-6	98	19	-9	109	100	-2	6	-4
63	COc1ccc(S(=O)(=O)NCCCCNS(=O)(=O)c2ccc(OC)cc2)cc1	-13	97	4	1	97	96	-11	-1	-5
64	CCCCOc1ccc(C(=O)Nc2ccncc2)cc1	-15	91	12	23	71	55	24	-23	-6
65	CCOC(=O)N1CCN(C(=O)C2CCCN(S(C)(=O)=O)C2)CC1 (configuration not stated)	11	98	13	-8	97	·	3	8	-9
66	CC(/C=C/c1ccccc1)=N\NC(N)=S	-11	·	2	16	·	·	6	-14	-5

Reformatted with one line to a screen: entries from further up
52: CC(NCc1ccc(N(C)C)cc1)C1CC2CCC1C2 (configuration not stated)
53: CN(CC(=O)N1CCN(c2ccccn2)CC1)S(=O)(=O)c1ccc(Br)cc1
54: Nc1nnnn1/N=C/c1ccccc1C(F)(F)F
55: Cc1ccc(S(=O)(=O)NC(=O)Nc2ccc(Cl)cn2)cc1
56: CCN(CC)CCCNc1nnc(C)c(=O)[nH]1
57: Fc1ccc(NCc2nnc(SCc3nnc(-c4ccccc4)o3)n2CC2CCCO2)cc1 (configuration not stated)
58: O=c1c2ccc([N+](=O)[O-])c3cccc(c32)c2nc3ccccc3n12
59: Cc1nnc(NC(=O)CSCc2ccccc2)s1
60: CC(C)CC(=O)c1c[nH]c(C(=O)NCC2CCCO2)c1 (configuration not stated)
61: CCc1nnc(NC(=O)[C@@H]2CCCN2S(=O)(=O)c2ccc3c(c2)OCCO3)s1
62: CC(=O)c1ccc(N2CCN(c3ncc(C(F)(F)F)cc3Cl)CC2)cc1
63: COc1ccc(S(=O)(=O)NCCCCNS(=O)(=O)c2ccc(OC)cc2)cc1

| Compound | 52 | 53 | 54 | 55 | 56 | 57 | 58 | 59 | 60 | 61 | 62 | 63 |
| --- | --- | --- | --- | --- | --- | --- | --- | --- | --- | --- | --- | --- |
| S1P2 antag | 3 | -5 | -12 | 16 | · | 9 | 8 | 5 | 13 | 1 | -6 | -13 |
| Lung fibro prol | 96 | 99 | 106 | 103 | 99 | 103 | · | 100 | · | 99 | 98 | 97 |
| PostGolgi ctrl | 21 | 6 | 1 | 0 | -12 | 8 | -1 | 9 | -11 | 2 | 19 | 4 |
| sEH activator | 13 | -6 | 7 | 9 | · | 7 | 9 | 5 | -7 | -9 | -9 | 1 |
| HUVEC prolif 384 | 98 | 102 | 73 | 97 | 102 | 109 | · | 109 | · | 104 | 109 | 97 |
| H69AR inhibit | 99 | 61 | 94 | 107 | 97 | 95 | · | 94 | · | 104 | 100 | 96 |
| PTPN22 act | -7 | -7 | -70 | -4 | · | -6 | 0 | 35 | 2 | -3 | -2 | -11 |
| sEH inhibitor | -12 | 5 | -8 | -8 | · | -8 | -8 | -6 | 10 | 10 | 6 | -1 |
| S1P2 agonist | -4 | -5 | -2 | -8 | · | -7 | -8 | -7 | -8 | -4 | -4 | -5 |

64: CCCCOc1ccc(C(=O)Nc2ccncc2)cc1
65: CCOC(=O)N1CCN(C(=O)C2CCCN(S(C)(=O)=O)C2)CC1 (configuration not stated)

| Compound | 64 | 65 |
| --- | --- | --- |
| S1P2 antag | -15 | 11 |
| Lung fibro prol | 91 | 98 |
| PostGolgi ctrl | 12 | 13 |
| sEH activator | 23 | -8 |
| HUVEC prolif 384 | 71 | 97 |
| H69AR inhibit | 55 | · |
| PTPN22 act | 24 | 3 |
| sEH inhibitor | -23 | 8 |
| S1P2 agonist | -6 | -9 |
